Screening results: PubChem BioAssay, The Scripps Research Institute Molecular Screening Center
OX1R antag-1 – antagonists of human orexin 1 receptor (OX1R). 330,000 tested, 1.8% active. OX1R-expressing cells, FRET antagonist read-out. AID 485270, 2010. inhibition, % at 6.6 µM; in the data active = inhibition mostly above about 38%, no sharp cut-off; inactive = mostly below about 40%;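 also: 0% = agonist challenge alone and 100% = reference antagonist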
Target sequence (O43613 whole entry, looked up): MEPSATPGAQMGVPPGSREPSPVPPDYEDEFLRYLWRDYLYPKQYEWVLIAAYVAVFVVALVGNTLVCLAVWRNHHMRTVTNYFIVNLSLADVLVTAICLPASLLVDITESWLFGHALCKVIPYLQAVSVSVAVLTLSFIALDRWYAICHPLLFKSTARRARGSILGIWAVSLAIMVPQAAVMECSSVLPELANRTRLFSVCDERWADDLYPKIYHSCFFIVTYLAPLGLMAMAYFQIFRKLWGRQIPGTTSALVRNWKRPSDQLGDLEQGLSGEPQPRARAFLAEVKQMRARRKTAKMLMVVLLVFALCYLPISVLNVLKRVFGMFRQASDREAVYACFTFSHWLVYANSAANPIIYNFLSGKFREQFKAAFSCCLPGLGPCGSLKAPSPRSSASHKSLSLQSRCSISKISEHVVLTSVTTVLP
OX1R antag-2 – OX1R (HCRTR1) antagonists, primary screen, fluorescence, CHO/OX1R cells, Fluo-8 calcium, orexin A; 330,000 tested, 0.43% active; Fluo-8 calcium fluorescence; inhibition, % at 5 µM; AID 434989, 2010; Orexin/Hypocretin receptor type 1 (Homo sapiens), O43613;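 active = inhibition above its plate's threshold, mean inhibition of all tested compounds on the plate plus 3 SD, cut at about 37% in these data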;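 also: 0% = orexin A challenge wells and 100% = SB-334867-A antagonist wells; not every result past the cut was called active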
An asterisk follows results filed as active. Random draw from the library. Share with any hit: about 2.1%.

Results follow in this order: OX1R antag-1, OX1R antag-2
- Cc1ccc2nc(-c3ccc(Br)o3)oc(=O)c2c1
 : 14, -13
- COC(=O)COc1ccc(S(=O)(=O)N2CCN(c3ccc(F)cc3)CC2)cc1
 : -2, -1
- COc1ccc(C(CNC(=O)c2ccccc2SC)N(C)C)cc1 (configuration not stated)
 : 10, -16
- COc1ccc(C2/C(=C(/O)c3ccc(C)cc3)C(=O)C(=O)N2C)cc1 (configuration not stated)
 : 21, -3
- Cc1ccc(S(=O)(=O)NC(=O)c2cc(C)n(CCCn3ccnc3)c2C)cc1
 : 9, -17
- Cc1ccc(C2=[N+]([O-])C(C)N(O)C2(C)C)o1 (configuration not stated)
 : 23, 5
- CSc1cccc(NC(=O)CC(C)n2ccnc2)c1 (configuration not stated)
 : 9, -13
- O=S(=O)(c1ccccc1)c1cnn(-c2ccccc2)c1-c1ccc(F)cc1
 : 20, -9
- O=C(NNS(=O)(=O)c1ccc(F)cc1)C1CCCCC1
 : 10, -23
- O=C(O)CN1C(=O)SC(Nc2ccccc2C(=O)O)C1=O (configuration not stated)
 : 25, 3
- CC(C)CCOC(=O)C[N+](C)(C)CCOC1CC2CCC1(C)C2(C)C (configuration not stated)
 : 5, -25
- CC(C)(C)OC(=O)N1CC(O)CC1C(=O)OCC(=O)c1ccc(-c2ccccc2)cc1 (configuration not stated)
 : 29, -23
- Cc1ccc2cc(C(c3nnnn3C3CCCC3)N3CCN(c4ccccc4)CC3)c(=O)[nH]c2c1 (configuration not stated)
 : 8, -21
- Cc1ccc(CN2CC(C(=O)Nc3cc(C)ccn3)CC2=O)cc1 (configuration not stated)
 : 15, -8
- COc1ccc(OC)c(C(=O)NC2CC(C)(C)Cc3c2cnn3-c2ccccc2)c1 (configuration not stated)
 : 32, -33
- O=C(CCN1C(=O)S/C(=C\c2cccs2)C1=O)NC1=NCCS1
 : 30, -18
- CCN(C(=O)COC(=O)c1c(C)nsc1NC)c1ccccc1
 : -4, -6
- Cc1ccc(Cl)c(NC(=O)CN2CCN(C=O)CC2)c1
 : -2, -12
- Cc1ccc(C(=O)CSc2nc3ccccc3o2)cc1
 : 11, -19
- Cc1nc2c([nH]1)C1(CCN(Cc3ccccc3)CC1)C(C#N)=C(N)O2
 : 14, -6
- N=C1C(c2nc3ccccc3[nH]2)=C(O)CN1c1ccccc1
 : 10, -25
- CCOC(=O)N1CCN(C(=O)c2cc(-n3cnnc3)ccc2Cl)CC1
 : 26, 8
- COc1cc(OC)c2ccc(=O)oc2c1C(CCN1CCCCC1)c1ccc(N(C)C)cc1 (configuration not stated)
 : 9, -24
- O=C1C=C(NCc2ccc(Cl)cc2)CCC1
 : -1, -15
- COc1ccccc1-c1nnc(SC(C(=O)c2c[nH]c3ccccc23)c2ccccc2)n1C (configuration not stated)
 : 18, -15
- COc1cc(C2C(C#N)=C(N)Oc3cc(C)n(CCc4ccccc4)c(=O)c32)cc2c1OCO2 (configuration not stated)
 : 9, -16
- CCCc1cc(=O)[nH]c(SCC(=O)CSc2nc(CCC)cc(=O)[nH]2)n1
 : 21, -13
- COc1ccc(-n2c(SCC(=O)Nc3sc4c(c3C#N)CCCC4)nnc2-c2ccccc2OC)cc1
 : 28, -22
- CCN(Cc1ccncc1)C(=O)c1cccc(S(=O)(=O)N2CCCCC2)c1
 : 9, -15
- CSCc1nnc(NC(=O)c2ccc(S(=O)(=O)N3CCCCC3C)cc2)o1 (configuration not stated)
 : 6, -8

A stretch of the results above, as a working copy:
Results follow in this order: OX1R antag-1, OX1R antag-2
- CSc1cccc(NC(=O)CC(C)n2ccnc2)c1 (configuration not stated)
 : 9, -13
- O=S(=O)(c1ccccc1)c1cnn(-c2ccccc2)c1-c1ccc(F)cc1
 : 20, -9
- O=C(NNS(=O)(=O)c1ccc(F)cc1)C1CCCCC1
 : 10, -23
- O=C(O)CN1C(=O)SC(Nc2ccccc2C(=O)O)C1=O (configuration not stated)
 : 25, 3
- CC(C)CCOC(=O)C[N+](C)(C)CCOC1CC2CCC1(C)C2(C)C (configuration not stated)
 : 5, -25
- CC(C)(C)OC(=O)N1CC(O)CC1C(=O)OCC(=O)c1ccc(-c2ccccc2)cc1 (configuration not stated)
 : 29, -23
- Cc1ccc2cc(C(c3nnnn3C3CCCC3)N3CCN(c4ccccc4)CC3)c(=O)[nH]c2c1 (configuration not stated)
 : 8, -21
- Cc1ccc(CN2CC(C(=O)Nc3cc(C)ccn3)CC2=O)cc1 (configuration not stated)
 : 15, -8
- COc1ccc(OC)c(C(=O)NC2CC(C)(C)Cc3c2cnn3-c2ccccc2)c1 (configuration not stated)
 : 32, -33
- O=C(CCN1C(=O)S/C(=C\c2cccs2)C1=O)NC1=NCCS1
 : 30, -18
- CCN(C(=O)COC(=O)c1c(C)nsc1NC)c1ccccc1
 : -4, -6
- Cc1ccc(Cl)c(NC(=O)CN2CCN(C=O)CC2)c1
 : -2, -12
- Cc1ccc(C(=O)CSc2nc3ccccc3o2)cc1
 : 11, -19
- Cc1nc2c([nH]1)C1(CCN(Cc3ccccc3)CC1)C(C#N)=C(N)O2
 : 14, -6
- N=C1C(c2nc3ccccc3[nH]2)=C(O)CN1c1ccccc1
 : 10, -25
- CCOC(=O)N1CCN(C(=O)c2cc(-n3cnnc3)ccc2Cl)CC1
 : 26, 8
- COc1cc(OC)c2ccc(=O)oc2c1C(CCN1CCCCC1)c1ccc(N(C)C)cc1 (configuration not stated)
 : 9, -24
- O=C1C=C(NCc2ccc(Cl)cc2)CCC1
 : -1, -15
- COc1ccccc1-c1nnc(SC(C(=O)c2c[nH]c3ccccc23)c2ccccc2)n1C (configuration not stated)
 : 18, -15
- COc1cc(C2C(C#N)=C(N)Oc3cc(C)n(CCc4ccccc4)c(=O)c32)cc2c1OCO2 (configuration not stated)
 : 9, -16
- CCCc1cc(=O)[nH]c(SCC(=O)CSc2nc(CCC)cc(=O)[nH]2)n1
 : 21, -13
- COc1ccc(-n2c(SCC(=O)Nc3sc4c(c3C#N)CCCC4)nnc2-c2ccccc2OC)cc1
 : 28, -22
- CCN(Cc1ccncc1)C(=O)c1cccc(S(=O)(=O)N2CCCCC2)c1
 : 9, -15
- CSCc1nnc(NC(=O)c2ccc(S(=O)(=O)N3CCCCC3C)cc2)o1 (configuration not stated)
 : 6, -8

(list continues)
Results follow in this order: OX1R antag-1, OX1R antag-2
- CC(=O)N1c2ccccc2C(=O)C1N(C)c1ccc(C)cc1 (configuration not stated)
 : 11, -12
- CCOC(=O)CSc1nc2c(c(=O)[nH]1)C(C)(CC)Cc1ccccc1-2 (configuration not stated)
 : -7, -11
- CCN(CC)CCCNC(=O)C1CCC(CNS(=O)(=O)c2c(C)cc(C)cc2C)CC1 (configuration not stated)
 : -8, -11
- CCOc1ccc(NC(=O)c2ccc3c(c2)OCCO3)cc1S(=O)(=O)N(CC)CC
 : 13, -15
- COc1ccc(/C=N/n2cnc3c([nH]c4ccc(F)cc43)c2=O)cc1CSc1ccccn1
 : 2, -23
- CCN(CC)S(=O)(=O)c1cccc2nsnc12
 : 20, -4
- CC1(C)NC(=O)N(CN2C(=O)NC(C)(C)C2=O)C1=O
 : 17, -3
- COc1ccc(CCN2C(=O)CC(NNc3ccc([N+](=O)[O-])cc3)C2=O)cc1OC (configuration not stated)
 : 2, -17
- COc1ccccc1N1CCN(C(=O)c2oc3cc(C)cc(C)c3c2C)CC1
 : 2, -28
- CCCCCCOc1ccc(OC(=O)c2cccnc2)cc1
 : 27, -5
- CC(CC(=O)NNC(=O)c1cccc(Cl)c1)c1ccccc1 (configuration not stated)
 : 12, -10
- Nc1ccccc1NC(=O)CCn1c(=S)[nH]c2ccccc2c1=O
 : 13, -14
- CCC(C)C(=O)Nc1nc(-c2ccc3c(c2)NC(=O)CO3)cs1 (configuration not stated)
 : 4, -22
- COc1ccc(NC(=O)CC2SC3=NCCN3C2=O)cc1 (configuration not stated)
 : 18, -28
- Cc1cc(NC(=O)CCC(=O)N(c2ccc(F)cc2)C2(C(=O)NC3CCCCC3)CCCC2)no1
 : 15, -47
- COc1ccc(S(N)(=O)=O)cc1C(=O)NC1CCCc2ccccc21 (configuration not stated)
 : 6, -6
- CC(=O)c1ccc(S(=O)(=O)Nc2ccc(S(=O)(=O)N3CCCCC3)cc2)cc1
 : -2, -14
- Cc1ccc(-c2cc(=O)c3cc(C)ccc3[nH]2)cc1
 : 14, -23
- COC(=O)N1C(=O)[C@@](Cc2ccccc2)(c2ccccc2)N1C(=O)OC
 : 26, -1
- O=C(Nc1ccc(Cl)cc1)N(Cc1nc2ccccc2c(=O)[nH]1)Cc1cccs1
 : 20, -23
- Cc1c(C(=O)Nc2ccccc2)sc2nc(-c3ccccc3)cn12
 : 29, -2
- C#Cc1ccc(CN2CCN(CCc3ccccc3)C(CCO)C2)cc1 (configuration not stated)
 : -7, -29
- Cn1c(OCc2cccnc2)nc2c1c(=O)n(Cc1ccc(F)cc1)c(=O)n2C
 : 14, -20
- COc1cccc(-c2nn(-c3ccccc3)cc2CN2CCCO2)c1
 : 16, -35
- Cc1ccc(CNS(=O)(=O)c2ccccc2[N+](=O)[O-])cc1
 : 6, 4
- Cn1c2ccccc2c2c(C(=O)N3CCN(c4ccc(F)cc4)CC3)cn(C3CCCC3)c(=O)c21
 : 22, -15
- O=C(NCc1ccc(Cl)cc1)C(=O)NCC1OCCN1C(=O)c1ccc(Cl)cc1 (configuration not stated)
 : 6, -28
- COc1ccc(Cl)cc1NC(=O)CC(C)=O
 : 13, -29
- O=C(N/N=C/c1ccccc1)c1ccc(-c2ccccc2)cc1
 : 3, -15
- CC1=CC(C)(C)NC(=S)N1c1cccc2ccccc12
 : 22, -13
- COc1cccc(-c2cc(C(F)(F)F)n3nc(N)nc3n2)c1
 : 8, -11
- CC1CCN(c2nc3c(c(=O)[nH]c(=O)n3C)n2CCCc2ccccc2)CC1
 : 7, -24
- COC(=O)c1cccc2c1-c1ccccc1/C2=N\NC(N)=O
 : 21, -26
- COc1ccccc1N1CCN(C(=O)C2CCCCN2S(=O)(=O)c2ccc(C)cc2)CC1 (configuration not stated)
 : 12, -25
- NC(=O)CS(=O)(=O)c1ccc(Cl)cc1
 : 10, -2
- COc1cc2c(cc1OC)C(C(=O)Nc1ccc3c(c1)OCCO3)C1c3ccccc3CCN1C2=O (configuration not stated)
 : 41, -9
- Cc1nnc(C)n1/N=C/c1cccc([N+](=O)[O-])c1
 : 37, -18
- CC(C)Nc1nc2n(c(=O)n1)CCN2C(C)C
 : 8, 6
- O=C(Nc1nc(-c2ccc(Cl)cc2)cs1)C1=COCCO1
 : 18, -14
- COc1ccccc1C(=O)NC(=S)Nc1cccnc1Cl
 : 47*, -9
- COc1cccc(CNS(=O)(=O)c2cc(CN3C(=O)c4cccnc4C3=O)ccc2OC)c1
 : 10, -24
- COc1cc(/C=C/C(=O)OCC(=O)Nc2c(C)n(C)n(-c3ccccc3)c2=O)ccc1OCC#N
 : 29, 1
- COC(=O)c1ccc2nc(NC(=O)C(C)C)sc2c1
 : 11, -13
- Cc1ccc(SCC(=O)Nc2nnc(-c3ccco3)o2)cc1
 : 11, -12
- CC(=O)c1c(C)[nH]c(C(=O)N2CCN(c3ncccn3)CC2)c1C
 : 4, -8
- O=C(Nc1ccon1)c1ccc(Cl)s1
 : 5, -13
- CC(C)Oc1ccc(S(=O)(=O)N2CCCCC2)cc1NC(=O)C1CCC1
 : 18, -31
- CCCCn1c(-c2ccc(Cl)c(Cl)c2)nc2cc3[nH]c(=O)c(C(C)C)nc3cc21
 : 8, -44
- CC(C)(C)OC(=O)C[C@@H]1C/C=C\C[C@@H](CC(=O)N(CCO)Cc2ccccc2)C(=O)N2CCC[C@@H]2COC1=O
 : 5, -6
- CCN1CCN(CC(=O)Nc2ccc(N(C)C)cc2)CC1
 : 3, -14

The results go on.
Results follow in this order: OX1R antag-1, OX1R antag-2
- COc1ccc(-c2nnc(N(C)C(=O)c3ccno3)s2)cc1
 : 24, -10
- CCOc1cc(C=O)ccc1OCC(=O)NC(C)(C)C
 : 6, -15
- COc1ccc(NS(=O)(=O)c2ccc(Br)s2)cc1OC
 : 27, -1
- CC(C)C1=C2OC(N)=C(C#N)C(C#N)=C2C(C)CC1 (configuration not stated)
 : 4, -15
- Cc1cc(NC(=O)Cc2ccccc2)no1
 : 7, -20
- Cc1ccc2nc(N(CCN(C)C)C(=O)/C=C/c3cccs3)sc2c1
 : 9, 3
- Cc1[nH]n(-c2ccccc2)c(=O)c1N=Nc1cccc(Cl)c1
 : 12, -19
- Cc1cc(Oc2ccc([N+](=O)[O-])cc2)nc(N2CCOCC2)n1
 : 8, -1
- COCCn1c(-c2ccccc2)csc1=Nc1cccnc1
 : 29, -31
- CCOC(=O)CNC(=O)CSc1nnc(-c2ccco2)n1Cc1ccco1
 : 15, -12
- Nc1nnc(SCC(=O)c2ccco2)s1
 : 10, -14
- Cc1cc2[nH]ncc2cc1NC(N)=S
 : 3, -15
- O=C(NCC(c1ccco1)N1CCCC1)c1cccc(NS(=O)(=O)c2ccccc2)c1 (configuration not stated)
 : 27, -26
- Cc1cccc(N2CCN(C(c3ccccc3)c3nnnn3C(C)(C)C)CC2)c1C (configuration not stated)
 : 19, -1
- COc1ccc(N2C(=O)CC(Sc3n[nH]c(-c4cccc(C)c4)n3)C2=O)cc1 (configuration not stated)
 : 10, -25
- COc1cc2[nH]c(=O)n(CCC(=O)N3CCN(Cc4ccc5c(c4)OCO5)CC3)c(=O)c2cc1OC
 : 6, -21
- O=C(CN1CCC(NC(=O)c2ccc(Br)cc2)CC1)NCc1cccs1
 : -5, -31
- CSCc1ccc(C(=O)NCCSc2ccc(Br)cc2)cc1
 : 22, -5
- Cc1ccc(Cl)cc1NC(=O)C1CCCN1S(=O)(=O)c1ccc(-c2ccc(=O)[nH]n2)s1 (configuration not stated)
 : 8, -14
